# From PubChem
# PfM18AAP inh = PfM18AAP enzyme inhibition | recombinant PfM18AAP, H-Glu-NHMec fluorogenic cleavage | inhibition, % at 7.35 µM | 1.2% of 290,000 active | AID 1822;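 active = inhibition above the campaign mean inhibition over all tested compounds plus 3 SD, cut at about 28% in these data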;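 note: 0% = plate median of test compound wells and 100% = 2 mM ZnCl2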
# MEKK3 PB1 HTS = MEKK3-MEK5 PB1 interaction, increase or decrease; Q99759; bead-based flow cytometry, Alexa488-MEK5 binding to MEKK3; actives lie on both sides; 0 = blocked by unlabeled MEK5, 100 = vehicle; binding response (% of control), % at 10 µM; 1.4% of 290,000 active;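 active = binding response more than 3 SD above or below the average of its plate-row segment, actives on both sides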;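 note: Alexa488 bead fluorescence after subtracting the streptavidin-only scavenger bead signal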
# Target sequence (Q99759 whole entry, looked up): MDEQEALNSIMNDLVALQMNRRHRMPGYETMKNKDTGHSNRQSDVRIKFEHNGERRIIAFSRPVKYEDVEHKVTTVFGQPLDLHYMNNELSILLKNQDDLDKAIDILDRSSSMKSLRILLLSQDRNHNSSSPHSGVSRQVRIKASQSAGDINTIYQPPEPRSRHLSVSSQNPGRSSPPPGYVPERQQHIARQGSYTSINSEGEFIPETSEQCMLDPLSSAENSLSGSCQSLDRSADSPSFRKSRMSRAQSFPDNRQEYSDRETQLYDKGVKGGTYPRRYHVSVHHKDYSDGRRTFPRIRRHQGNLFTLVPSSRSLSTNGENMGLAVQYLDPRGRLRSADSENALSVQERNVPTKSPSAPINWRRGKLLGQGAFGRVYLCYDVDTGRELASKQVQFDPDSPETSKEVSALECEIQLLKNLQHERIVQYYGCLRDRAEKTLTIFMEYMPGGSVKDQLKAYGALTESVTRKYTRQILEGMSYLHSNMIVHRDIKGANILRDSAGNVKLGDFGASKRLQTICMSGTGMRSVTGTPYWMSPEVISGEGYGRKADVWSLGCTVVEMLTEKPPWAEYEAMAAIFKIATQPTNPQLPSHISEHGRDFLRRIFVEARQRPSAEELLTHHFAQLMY
# MEKK2wt PB1 HTS = raises or lowers MEK5 binding to wildtype human MEKK2 PB1 domain. binding response (% of control), % at 10 µM. Q9Y2U5. AID 1531. 1.1% of 290,000 active. bead flow cytometry, Alexa488-MEK5 binding to MEKK2 WT; actives lie on both sides; in the data active = binding response below about 67% or above about 130%
# DNA FID counter = fluorescent intercalator displacement, NS3 helicase counter-screen; AID 1845; DNA fluorescent intercalator displacement, fluorescence; 0.17% of 290,000 active; inhibition, % at 7.9 µM; in the data active = inhibition above about 37%;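 note: 0% = vehicle and 100% = reference compound; higher means more ethidium bromide displaced from hairpin DNA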
# OXTR agonist = human OXTR agonism; P30559; CHO-OTR cells, Fluo-8 calcium fluorescence; normalized: DMSO 0%, oxytocin 100%; activation, % at 3 µM; 0.32% of 320,000 active;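 active = activation above the mean of all tested compounds plus 3 SD, cutoff set per screening run, cut at about 20% in these data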;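 note: peak over basal fluorescence ratio from a 100 s FLIPR kinetic read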
# MEKK2mut PB1 HTS = signal of MEK5 binding to mutant human MEKK2 PB1 domain | 0.35% of 290,000 active | bead flow cytometry, Alexa488-MEK5 binding to MEKK2 mutant | percent response, % at 10 µM; in the data active = percent response above about 24%, passing the limit was not always enough; note: inactives centre near 1; some results filed as inactive read as strong as hits; reference of the scale not given here
# GPR7 antagonist = human neuropeptides B/W receptor 1 antagonism. P48145. GPR7-expressing cells, fluorescence antagonist assay. inhibition, % at 4.4 µM. 1.1% of 290,000 active. AID 1861; in the data active = inhibition above about 16%, passing the limit was not always enough;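 note: cells stimulated with the agonist NPW; 0% = agonist with vehicle and 100% = vehicle without agonist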
# NALP1 inh = blocks the NALP1 inflammasome reconstituted in yeast. inhibition, % at 10 µM. 0.61% of 280,000 active. S. cerevisiae NALP1/ASC/caspase-1 growth, X-gal OD620, 72 h. AID 2071; in the data active = inhibition mostly above about 24%, no sharp cut-off; inactive = mostly below about 32%; note: some compounds called inactive have numbers as strong as hits
# PHOSPHO1 block = blocks human PHOSPHO1 phosphatase activity; AID 1565; Q8TCT1; recombinant PHOSPHO1, absorbance phosphatase assay; 1.1% of 290,000 active; inhibition, % at 13.3 µM; in the data active = inhibition above about 60%
# Target sequence (Q8TCT1 whole entry, looked up): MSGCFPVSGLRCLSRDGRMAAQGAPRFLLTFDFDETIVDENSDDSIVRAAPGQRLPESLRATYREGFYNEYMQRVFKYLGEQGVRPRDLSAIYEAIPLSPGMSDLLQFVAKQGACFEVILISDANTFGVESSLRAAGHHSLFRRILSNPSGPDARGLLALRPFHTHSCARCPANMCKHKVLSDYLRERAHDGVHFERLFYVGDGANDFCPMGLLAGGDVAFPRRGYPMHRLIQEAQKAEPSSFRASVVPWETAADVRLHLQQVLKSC
# Active calls of the source: *; . = no result given; & = joins results of further samples; [ ] = remark or other dose.
SMILES,PfM18AAP inh,MEKK3 PB1 HTS,MEKK2wt PB1 HTS,DNA FID counter,OXTR agonist,MEKK2mut PB1 HTS,GPR7 antagonist,NALP1 inh,PHOSPHO1 block
O=C(C(=O)N1CCN(c2ccccc2Cl)CC1)c1c[nH]c2ccccc12,3,97,96,-29,2.6,-3,9,13,23
c1ccc(-c2noc(C34CC5CC(CC(C5)C3)C4)n2)nc1,11,108,110,-18,-2.0,8,-12,24,14
CCOc1ccccc1NC(=O)COC(=O)C(CC)c1ccccc1 (configuration not stated),-2,99,94,-20,-1.9,-1,-22,10,28
COC(=O)Cc1cc(=O)n(-c2nc3ccccc3[nH]2)[nH]1,3,73*[inhibitor],80,-14,-0.1,-4,-19,9,-3
Cc1ccc(CSc2ccc(-c3ccco3)nn2)cc1,-2,108,104,-12,-2.1,17,5,45,-9
O=C(N/N=C\c1ccc(Sc2ccccn2)o1)c1cccc(Br)c1,2,100,99,-16,2.0,-4,11,15,38
O=C(O)CSCCCC(=O)Nc1ccc(Br)cc1,-2,.,.,-3,-0.2,.,-2,-3,16
CCC1Oc2ccccc2N(CC(=O)NCCCN2CCOCC2)C1=O (configuration not stated),4,103,101,-1,0.0,5,-10,.,.
CC(C)N(Cc1ccccc1)C(=S)Nc1ccccc1F,-12,81,82,-4,-1.5,-25,4,5,12
COc1ccc(N(CC(=O)N/N=C/c2ccccc2OC)S(=O)(=O)c2ccccc2)cc1,-5,100,97,-27,1.4,-2,-7,8,40
Cc1nnc(SCC(=O)NNC(=O)c2ccco2)n1-c1ccccc1,4,94,93,4,0.7,-8,0,12,3
NC(=S)Nc1cccc(Cl)c1,-5,97,101,1,-0.2,4,-6,9,-5
CO/N=C\c1cc(C(=O)c2ccc(Cl)cc2Cl)cn1C,-9,100,97,-16,-2.6,0,-8,-6,37
O=C(Nc1ccc(F)cc1F)Nc1sccc1-c1nc2ccccc2s1,2,90,88,-9,-1.2,-23,-32,.,-181
Cc1cccc(OCC(=O)N/N=C\C=C\c2ccc3c(c2)OCO3)c1C,-1,.,.,-6,0.9,.,1,7,-10
CCOC(=O)CC1C(=O)NCCN1S(=O)(=O)c1ccc(Cl)cc1Cl (configuration not stated),-4,109,110,-1,0.2,3,11,8,34
Cc1ccc(NC2=C(NCCO)C(=O)c3ccccc3C2=O)cc1,-3,99,99,5,-1.4,1,6,24,7
O=C1CC(c2ccccc2F)c2c(c3ccccc3[nH]c2=O)O1 (configuration not stated),0,91,90,-1,1.4,-8,-9,.,-1
N#Cc1cc2c(nc1SCc1cccnc1)CCC2,-1,109,106,-8,-1.6,7,-11,11,-3
CCc1c(O)nc(SCc2ccc(F)cc2)[nH]c1=O,-6,101,107,-6,0.5,2,6,7,14
N/C(=N\OC(=O)c1cccs1)C1(c2ccc(Cl)cc2Cl)CC1,-1,95,92,-4,-2.8,-13,-18,14,43
CC[N+](CC)(CC)CC(=O)Nc1c(C)cccc1C,.,103,103,.,0.7,2,.,.,.
CC1=CC(C)C2COC(c3ccc[n+](C)c3)C1C2C (configuration not stated),-4,108,114,-1,1.1,4,-1,7,-30
CSCCC(=O)Nc1ccc(C(C)=O)cc1,0,108,107,-2,-0.2,6,-2,-10,-6
CCOc1ccc(CN(C(=O)/C=C/c2ccco2)C2CCS(=O)(=O)C2)cc1 (configuration not stated),-9,98,97,-41,0.6,-3,-2,11,0

# Continued:
SMILES,PfM18AAP inh,MEKK3 PB1 HTS,MEKK2wt PB1 HTS,DNA FID counter,OXTR agonist,MEKK2mut PB1 HTS,GPR7 antagonist,NALP1 inh,PHOSPHO1 block
COc1ccc(S(=O)(=O)Nc2cc([N+](=O)[O-])ccc2OC)cc1,2,98,104,6,0.6,-1,0,18,-17
CCN(CC)C(=O)CSc1nnc([C@H](CCSC)NC(=O)OC(C)(C)C)o1,-8,99,102,-18,-0.4,-2,-4,-6,-1
CC(C)C(=O)Nc1ccc(NC(=O)c2ccco2)cn1,2,101,101,4,1.0,2,-1,-3,33
O=C(Nc1ccccc1)Nc1ncc([N+](=O)[O-])s1,-3,93,89,20,.,-2,23*,-19,48
O=C(COc1ccc([N+](=O)[O-])cc1)NC(C(=O)O)C(O)c1cccc([N+](=O)[O-])c1 (configuration not stated),2,108,101,-3,0.4,3,5,-7,35
COc1ccccc1CNC(=O)COC(=O)C1=COCCO1,6,103,99,-8,0.2,2,-9,15,16
O=C(NCCCN1CCCC1)c1ccc2c(Cl)c3c(nc2c1)CCCC3,0,101,108,11,-1.2,-11,-14,17,-2
NC(=O)CC(NC(=O)Cc1cccc2ccccc12)c1ccc(N2CCN(c3ccccn3)CC2)c([N+](=O)[O-])c1 (configuration not stated),2,102,98,-30,-0.6,-4,-11,-5,-24
COc1ccc(OC)c(C2N(c3ccc(Cl)cc3)C(=O)C3CCCN32)c1 (configuration not stated),-7,94,90,-4,-0.9,-1,-12,-2,11
CCOC(=O)C1CCCN(S(=O)(=O)c2cccc3nsnc23)C1 (configuration not stated),5,101,103,-7,0.7,4,-9,7,34
COc1cc(/C=C/CN2CCC(CO)(CC3CCCCO3)CC2)ccc1O (configuration not stated),5,87,93,16,-0.4,-7,-3,8,47
COc1ccc(C(=O)Nc2ccc(S(=O)(=O)Nc3onc(C)c3C)cc2)cc1,2,96,100,-24,0.2,12,0,-4,6
Cc1cc(N=NC(=O)c2ccccc2)ccc1O,2,98,96,-1,1.3,1,-18,31,43
Cc1ccc(NC(=O)c2cc(C)no2)cc1,-12,108,106,-7,-0.8,5,-3,10,22
Cc1csc(C(C)N(C)C(=O)CCc2nnc(CCc3ccccc3)o2)n1 (configuration not stated),4,101,97,-5,-0.1,-11,2,6,52
CCCC(=O)Nc1c2c(nn1-c1cccc(C)c1C)CS(=O)(=O)C2,-4,101,103,-6,1.4,2,-3,-20,20
Cc1[nH]n2c(=O)cc(C(C)C)nc2c1-c1ccccc1,-2,.,.,-3,-0.8,.,-1,3,6
O=C(NC12CC3CC(CC(C3)C1)C2)c1ccc(-c2ccccc2Cl)o1,4,106,105,-10,-1.9,15,-18,-13,17
Cc1noc(NS(=O)(=O)c2ccc(NC(=O)c3cnc4n(c3=O)CCS4)cc2)c1C,9,107,104,-8,0.8,5,-14,4,2
CCOC(=O)Cc1csc(NC(=O)CCc2ccc(S(=O)(=O)N3CCOCC3)cc2)n1,-8,94,94,-16,5.9,-5,2,12,5
COC(=O)C1CCN(C(=O)c2sc3nc(-c4ccc(F)cc4)cn3c2C)CC1,-1,102,107,-33,-0.1,2,-11,.,-18
CC(C)(C)S(=O)(=O)c1cnc2c(-c3ccc(Cl)cc3)cnn2c1N,4,88,92,-1,-0.4,-9,20,-3,23
O=C(COC(=O)c1cccs1)NC1CCCC1,-2,105,103,-5,0.0,3,-4,10,18
CCc1ccc(C(=O)/C=C/NCc2ccc(F)cc2)cc1,-4,98,110,-15,-1.4,10,-10,25,-9
CS(=O)(=O)N(CCc1ccccc1)CC(N)=O,1,101,104,-10,1.8,6,-10,-3,11

# Sorted by value in PHOSPHO1 block (descending): seven of the compounds above
smiles | PHOSPHO1 block
CC(C)C(=O)Nc1ccc(NC(=O)c2ccco2)cn1 | 33
Cc1ccc(NC(=O)c2cc(C)no2)cc1 | 22
CCCC(=O)Nc1c2c(nn1-c1cccc(C)c1C)CS(=O)(=O)C2 | 20
CS(=O)(=O)N(CCc1ccccc1)CC(N)=O | 11
COc1ccc(C(=O)Nc2ccc(S(=O)(=O)Nc3onc(C)c3C)cc2)cc1 | 6
O=C(NCCCN1CCCC1)c1ccc2c(Cl)c3c(nc2c1)CCCC3 | -2
NC(=O)CC(NC(=O)Cc1cccc2ccccc12)c1ccc(N2CCN(c3ccccn3)CC2)c([N+](=O)[O-])c1 (configuration not stated) | -24

# Pulled one by one from the list above, 4 records:
SMILES,PfM18AAP inh,MEKK3 PB1 HTS,MEKK2wt PB1 HTS,DNA FID counter,OXTR agonist,MEKK2mut PB1 HTS,GPR7 antagonist,NALP1 inh,PHOSPHO1 block
Cc1ccc(NC(=O)c2cc(C)no2)cc1,-12,108,106,-7,-0.8,5,-3,10,22
O=C(COC(=O)c1cccs1)NC1CCCC1,-2,105,103,-5,0.0,3,-4,10,18
CCN(CC)C(=O)CSc1nnc([C@H](CCSC)NC(=O)OC(C)(C)C)o1,-8,99,102,-18,-0.4,-2,-4,-6,-1
Cc1noc(NS(=O)(=O)c2ccc(NC(=O)c3cnc4n(c3=O)CCS4)cc2)c1C,9,107,104,-8,0.8,5,-14,4,2

# The listing continues:
SMILES,PfM18AAP inh,MEKK3 PB1 HTS,MEKK2wt PB1 HTS,DNA FID counter,OXTR agonist,MEKK2mut PB1 HTS,GPR7 antagonist,NALP1 inh,PHOSPHO1 block
C=CCNC(=S)N/N=C(\C)c1cccc(NC(C)=O)c1,10,99,99,-3,0.3,-2,-4,-7,-73
CCOc1cc(C2C3=C(CCCC3=O)N(CC(=O)O)C3=C2C(=O)CCC3)ccc1OC,9,104,102,-6,0.6,3,-9,3,10
CCOC(=O)C1C(=O)NC(N2CCN(CC)CC2)=NC1c1ccccc1 (configuration not stated),-3,102,103,-6,-0.1,1,10,26,-8
COc1cccc(OC)c1C(=O)OCC(=O)NCC(C)C,-11,100,88,-8,0.1,-11,-10,1,32
COc1ccc(C2C(C(C)=O)=C(C)Nc3ncnn32)cc1OC (configuration not stated),9,99,97,-3,0.4,1,-7,19,19
CCCNC(=O)c1cc2c(C(F)(F)F)nn(C)c2s1,-10,100,98,3,-0.7,11,-7,6,-10
CC1(c2ccc(OC(F)F)cc2)NC(=O)N(CC(=O)Nc2cccc(F)c2)C1=O (configuration not stated),-6,101,97,1,53*,1,94*,12,35
CC(C)(C)NC(=O)[C@@H]1C[C@@H]2CCCC[C@@H]2CN1C[C@@H](O)[C@H](Cc1ccccc1)NC(=O)[C@H](CC(N)=O)NC(=O)c1ccc2ccccc2n1,5,112&101,115&106,-7,2.2&-0.2,7&9,-11,11,41
COC(=O)c1ccccc1NC(=O)CSc1nnc(-c2ccc(OC)cc2)n1C,-13,91,99,-34,-2.2,1,3,-90,-8
COc1cccc(-n2c(SCC(=O)Nc3cc(C)on3)nc3ccccc3c2=O)c1,8,99,96,-7,-0.5,0,-8,4,9
CN(C)c1ccc(/C=N/NC(=O)CN(c2cccc(Cl)c2)S(C)(=O)=O)cc1Br,-2,101,95,-17,-0.7,2,-2,-10,37
OCCN(CCO)Cc1csc2ccccc12,-1,91,93,-1,2.2,-3,6,31,-12
